Runt-CBFb FRET: inhibitors of human RUNX1 Runt domain binding to CBFb. 220,000 tested, 0.46% active. Q01196+Q13951. Cerulean-Runt/Venus-CBFb FRET ratio 530/480, 1 h. inhibition, % at 20 µM;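 active = inhibition over about 50% at 20 µM in the single-dose screen, limit read from the data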;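 also: 0% = DMSO wells and 100% = excess unlabeled CBFb competitor control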
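Buffer or medium: Tris pH 7.5 buffer with BSA. Assay system: Cerulean-labeled Runt domain protein. Amount: each fluorescent fusion protein 100 nM. Read-out basis: loss of energy transfer signal. Incubation: 1 h compound exposure, room temperature. Probe or stimulus: Venus-CBFb binding partner, 100 nM. Detection: FRET, excitation 422 nm, emission at 530 and 480 nm.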
Hck-Nef inh: human Hck-Nef kinase inhibition; inhibition, % at 20 µM; 220,000 tested, 0.68% active; AID 463187; P08631; Recombinant Hck-YEEI plus Nef, Z-Lyte FRET kinase assay;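 active = Hck-Nef kinase inhibition above about 50%, limit read from the data; inactive = inhibition below that limit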;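 also: 0% = DMSO with Hck plus Nef and 100% = Hck alone without Nef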
Runt-SMMHC FRET: inhibitors of human RUNX1 Runt domain binding to CBFb-SMMHC; Cerulean-Runt/Venus-CBFb-SMMHC FRET ratio 530/480, 1 h; AID 1434; inhibition, % at 20 µM; 220,000 tested, 0.74% active;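 active = mean inhibition across duplicate retests at 20 µM reaching about 50%, limit read from the data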;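 also: 0% = DMSO wells and 100% = wells with excess untagged CBFb-SMMHC; inhibitors lower the FRET ratio by blocking Runt binding to CBFb-SMMHC; some results filed as inactive read as strong as hits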
RBBP9 inh: human RBBP9 hydrolase inhibition; O75884; recombinant RBBP9, FP-Rh probe fluorescence polarization; inhibition, % at 7.94 µM; 220,000 tested, 0.2% active; AID 1515;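 active = inhibition above the campaign mean of all tested compounds plus 3 SD, cut at about 14% in these data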;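 also: plate controls were DMSO wells with RBBP9 for no effect and wells lacking RBBP9 protein for full effect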
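System: RBBP9 protein / Quantity: 2.5 µM RBBP9 dispensing solution, before mixing / Also added: Serine-hydrolase probe FP-Rh, 375 nM pre-mixing / Dosing: 7.94 µM single dose, 0.794% DMSO / Timing: enzyme-compound preincubation 30 min, then probe labeling 45 min, 25 °C / Signal: FP readout at 525/598 nm / Controls: DMSO-treated enzyme wells and wells lacking RBBP9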
PERK inhibitor: inhibitors of human PERK kinase; Q9NZJ5; CHO PERK-DD fusion, SEAP luminescence translation reporter; inhibition, % at 5.6 µM; 220,000 tested, 0.17% active;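 active = inhibition above the mean inhibition of all tested compounds plus 3 SD, set separately per screening campaign, cut at about 2.9% in these data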;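 also: PERK kinase domain activated by AP20187 dimerizer at 100 nM; 0% = DMSO with dimerizer and 100% = rapamycin at 8.4 µM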
Target sequence (Q9NZJ5 whole entry, looked up, the tested form may be a part): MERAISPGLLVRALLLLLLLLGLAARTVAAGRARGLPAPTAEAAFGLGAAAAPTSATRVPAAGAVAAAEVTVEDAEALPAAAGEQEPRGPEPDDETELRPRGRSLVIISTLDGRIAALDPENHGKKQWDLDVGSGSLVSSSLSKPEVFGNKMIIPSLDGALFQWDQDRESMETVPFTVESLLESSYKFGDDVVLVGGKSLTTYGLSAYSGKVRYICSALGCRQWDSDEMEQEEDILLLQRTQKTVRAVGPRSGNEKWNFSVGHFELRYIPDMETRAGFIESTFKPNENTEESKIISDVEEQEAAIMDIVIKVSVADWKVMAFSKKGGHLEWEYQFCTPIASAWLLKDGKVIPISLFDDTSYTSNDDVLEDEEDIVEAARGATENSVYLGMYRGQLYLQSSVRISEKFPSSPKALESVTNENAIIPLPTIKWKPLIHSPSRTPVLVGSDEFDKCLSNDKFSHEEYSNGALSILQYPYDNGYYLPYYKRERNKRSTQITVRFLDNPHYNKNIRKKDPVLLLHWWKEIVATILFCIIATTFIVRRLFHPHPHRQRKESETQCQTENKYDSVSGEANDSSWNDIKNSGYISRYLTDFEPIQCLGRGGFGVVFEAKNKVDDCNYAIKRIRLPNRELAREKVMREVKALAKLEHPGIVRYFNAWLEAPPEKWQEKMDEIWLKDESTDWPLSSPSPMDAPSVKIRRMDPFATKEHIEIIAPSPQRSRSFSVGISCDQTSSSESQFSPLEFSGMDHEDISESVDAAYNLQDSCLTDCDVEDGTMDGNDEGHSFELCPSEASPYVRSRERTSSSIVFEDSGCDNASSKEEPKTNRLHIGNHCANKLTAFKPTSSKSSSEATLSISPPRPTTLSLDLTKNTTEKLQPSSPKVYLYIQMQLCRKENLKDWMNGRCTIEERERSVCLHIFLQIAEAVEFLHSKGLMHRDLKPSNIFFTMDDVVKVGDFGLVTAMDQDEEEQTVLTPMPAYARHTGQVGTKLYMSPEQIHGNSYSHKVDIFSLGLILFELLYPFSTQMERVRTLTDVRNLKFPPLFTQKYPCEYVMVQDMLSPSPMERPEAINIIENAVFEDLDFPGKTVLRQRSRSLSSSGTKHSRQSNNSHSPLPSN
EP2 modulator: EP2 receptor (human) modulation; 260,000 tested, 0.83% active; AID 940; EP2-expressing cells, cAMP HTRF FRET, PGE2 co-stimulation; induction, % at 25 µM; P43116;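 active = compounds whose cAMP rise, as percent of the full-agonist control response, exceeds 60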;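 also: rat C6 glioma line stably carrying human EP2 under a CMV promoter; the protocol text gives 20 µM as final concentration; 100% = response of wells given 1 µM PGE2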
EP2 antag: inhibitors of human EP2 prostaglandin E2 receptor | inhibition, % at 25 µM | C6 glioma cells expressing human EP2, cAMP TR-FRET; cells stimulated with saturating PGE2 | P43116 | 260,000 tested, 0.52% active;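 active = percent inhibition above 40 after rounding to a whole number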;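 also: rat C6 glioma host cells with rolipram phosphodiesterase inhibitor present; the protocol text gives 20 µM as final concentration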
L929 necroptosis: blocks zVAD induced death of L929 cells | 220,000 tested, 0.38% active | L929 zVAD necroptosis rescue, ATP luminescence, 24 h; with zVAD 60 µM | AID 1377 | viability rescue, % at 10 µM;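 active = activation, scaled between plate controls, above about 75%, limit read from the data; inactive = activation under that limit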;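 also: 0% = zVAD with DMSO and 100% = DMSO alone without zVAD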
TNF death inh: TNF-alpha cell death inhibition in Jurkat FADD-/- cells; Jurkat FADD-/- TNF necroptosis rescue, ATP luminescence, 24 h; 0 = TNF only, 100 = no-TNF cells; activation (protection from cell death), % at 10 µM; 220,000 tested, 0.068% active; AID 463075;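 active = activation, meaning protection from cell death, of at least 50% relative to plate controls; inactive = activation below 50%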;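 also: necroptosis triggered by 40 ng/mL TNF-alpha added together with compound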
The depositor's hits bear a star; nt = not tested or not shown; & = joins results of further samples. The list is partial; rates above refer to the full screens.

SMILES	Runt-CBFb FRET	Hck-Nef inh	Runt-SMMHC FRET	RBBP9 inh	PERK inhibitor	EP2 modulator	EP2 antag	L929 necroptosis	TNF death inh
COc1cc(NC(=O)c2ccccc2F)ccc1NC(=O)c1ccccc1Cl	0	-7	0	2	0.4	-42	9	2.9	1.4
O=C1c2ccccc2C(=O)N1CCCCN1CCN(CCCCN2C(=O)c3ccccc3C2=O)CC1	nt	-2	nt	3	1.4	nt	nt	-0.3	-1.1
O=C(O)C1C2CCC(O2)C1C(=O)Nc1ccc(F)cc1 (stereo not given)	0	-7	-2	5	0.3	7	9	1.3	0.3
Cc1ccc(NC(=O)c2oc3ccccc3c2NC(=O)c2ccc3c(c2)OCO3)cc1	-2	0	-6	-8	0.1	3	3	-0.1	1.2
COc1cccc2c(SCC(=O)N/N=C/c3ccc(O)c(O)c3)cc(C)nc12	18	16	7	-10	-0.4	-77	3	5.8	-9.5
COc1ccccc1Nc1nc2nonc2[nH]c1=O	1	10	-10	-3	1.8	-7	5	-1.7	0.2
O=C(CCSCc1ccccc1F)N1CCN(c2ccccn2)CC1	0	-5	1	-7	-0.2	nt	14	1.2	0.3
CC(Cl)C(=O)Nc1ccccc1C#N (stereo not given)	-1	-2	6	-3	1.0	-15	2	-0.7	-0.1
Cc1ccc(S(=O)(=O)N2CCCCC2)cc1NC(=O)CSc1nnnn1C	0	8	-6	8	-0.5	13	5	0.7	1.5
CCCOc1ccccc1C1NC(=O)NC(C)=C1C(=O)OCCOC (stereo not given)	-1	-19	-1	-15	-1.4	17	10	-1.1	-0.2
O=C1CC(c2ccc3c(c2)OCO3)C2=C(CCCC2=O)N1 (stereo not given)	1	2	1	-5	1.1	5	15	1.1	-1.3
COc1ccc(/C=C/C=C2\NC(=S)NC2=O)cc1	-6	19	-24	-11	-0.2	-82	7	1.9	-3.7
O=C(COC(=O)c1ccc(F)cc1F)Nc1ccc2[nH]c(=O)[nH]c2c1	2	7	-2	-3	1.2	5	5	-0.4	-0.9
O=C(NCCCc1ccccc1)Nc1cccc(Cl)c1	0	1	1	-10	0.6	-8	10	3.7	3.8
CCOc1cc(/C=C2/SC(=O)N(CC(=O)N3CCc4ccccc4C3)C2=O)ccc1OCC(=O)O	-4	0	2	-4	1.1	-6	11	0.1	-0.3

An excerpt from above in order of their number in EP2 modulator, high to low.
Structure	EP2 modulator
CC(Cl)C(=O)Nc1ccccc1C#N (stereo not given)	-15
COc1cc(NC(=O)c2ccccc2F)ccc1NC(=O)c1ccccc1Cl	-42
COc1ccc(/C=C/C=C2\NC(=S)NC2=O)cc1	-82

Additional structures follow:
SMILES	Runt-CBFb FRET	Hck-Nef inh	Runt-SMMHC FRET	RBBP9 inh	PERK inhibitor	EP2 modulator	EP2 antag	L929 necroptosis	TNF death inh
COc1ccc(-c2csc(CCn3nc(C)cc3C)n2)cc1	0	17	0	2	0.1	-99	4	-0.9	-0.8
C/C(Cc1ccccc1)=N\NC(=O)C1CCCCC1	2	4	1	-6	0.8	25	10	nt	3.3
CCOC(=O)NNC(=S)Nc1c(C)n(C)n(-c2ccccc2)c1=O	0	5	4	-4	0.9	-7	15	0.3	1.8
COc1cccc(NC(=O)c2ccccc2-c2nc(-c3ccc(Cl)cc3)no2)c1	-1	2	-4	0	0.2	19	12	2.0	2.2
CC(=O)c1cn(-c2ccc(Cl)cc2)c(=O)n(Cc2ccc(Br)cc2)c1=O	-5	-6	4	3	1.1	7	1	3.4	0.9
C/C(N)=C(/C#N)C(=O)COC(=O)c1ccc(C#N)cc1	0	23	1	-2	0.4	-10	4	2.1	0.4
N/C(=N\OC(=O)COc1ccccc1)c1ccc(Cl)cc1	-4	0	0	2	1.1	-1	5	-0.9	-1.3
O=C1NCCN(C(=O)CCc2nnc(-c3ccsc3)o2)C1c1ccc(F)cc1 (stereo not given)	1	10	0	-3	-0.1	3	7	0.6	-0.2
CCOC(=O)C1(CCCc2ccccc2)CCN(C(=O)CCc2cnccn2)CC1	-2	6	-2	-7	-0.1	-3	5	-1.3	-1.2
COc1ccc(NC(=O)N2CC(C)OC(C)C2)cc1OC (stereo not given)	1	2	-7	-5	0.9	-26	4	-0.1	-0.8
COc1ccc(C(=O)NC(=O)NC2(C(Cl)(Cl)Cl)OCCO2)cc1	3	-9	-1	-5	1.1	-10	11	2.8	0.3
COc1cccc(C(C)NC(=O)Nc2cccc(C(F)(F)F)c2)c1 (stereo not given)	3	0	-1	-8	0.2	-52	21	0.7	-3.5
O=C(NCCOC(=O)C1COc2ccccc2O1)C1COc2ccccc2O1 (stereo not given)	0	7	2	-8	1.4	8	3	0.2	-1.9
Cc1ccc(S(=O)(=O)NC(Cc2c[nH]c3ccccc23)C(=O)O)cc1 (stereo not given)	nt	-1	nt	-1	0.1	nt	10	-0.3	-2.0
N/C(=N\OC(=O)C12CC3CC(CC(C3)C1)C2)c1ccncc1	-2	18	-1	3	-1.1	19	8	1.3	3.9
COC(=O)/C=C1\NCCSC1=O	-1	0	2	-3	-0.4	-1	6	-0.4	-0.2
CCc1cccc(CC)c1NC(=O)COC(=O)/C(C#N)=C/c1ccc(OC)cc1	-20	4	-41	-4	0.6	15	6	-0.1	1.0
COc1ccc(OC)c(NC(=O)N2CCCC(C)C2)c1 (stereo not given)	1	18	0	12	1.5	7	5	0.3	3.4
O=C(Nc1cc(S(=O)(=O)N2CCOCC2)ccc1-n1cncn1)c1ccc(Cl)cc1	-1	13	0	-6	-1.7	13	16	1.6	-0.8
CCN(CC)C(=O)C(=O)c1ccn(-c2c(C)csc2C(=O)OC)c1	0	7	1	5	0.6	-32	8	1.1	0.0
CN(C(=O)c1ccc2c(=O)n3c(nc2c1)CCCCC3)c1ccccc1	-2	0	5	1	-1.0	11	11	-0.1	-1.3
O=C(CSc1nccn1-c1cccc(Cl)c1)NO	2	-36	2	1	0.9	-1	9	-0.7	-3.7
O=C(Nc1ccc2c(c1)CCC2)C1CCCN(c2ncccn2)C1 (stereo not given)	-2	1	-1	-3	-1.3	-13	10	3.7	-0.6
CCc1ccc(NC(=O)c2ccc3ncsc3c2)cc1	-3	1	3	-8	1.5	16	nt	0.8	-2.8
O=C(NNC1=NCCCCC1)c1cccc([N+](=O)[O-])c1	-2	5	-1	-5	0.2	14	5	1.9	0.2
O=[N+]([O-])c1cccc(-c2ccc(SCc3ccccn3)nn2)c1	0	25	-2	0	-0.1	-46	6	0.2	4.3
CN(C)CCCN(C(=O)CCOc1ccccc1)c1nc2c(F)cccc2s1	-2	-14	-8	-1	-0.2	-24	9	-1.2	-14
CCCCCCCC(=O)N/N=C/c1ccc([N+](=O)[O-])o1	10	4	12	0	0.7	-7	3	1.0	-0.6
O=C(NCC1CCN(Cc2ccccc2Cl)CC1)Nc1cccc(Cl)c1	3	20	-1	-4	-0.3	-18	8	1.6	4.6
Cc1cc(C)n(-c2nc3c(c(=O)[nH]c(=O)n3C)n2Cc2ccccc2)n1	0	1	0	-3	-0.1	25	9	0.2	-4.2
O=[N+]([O-])c1cc(/C=N/N/C(=N/c2ccccn2)c2ccccn2)ccc1O	-1	26	-3	-5	0.4	-13	6	-0.1	-2.4
O=S(=O)(Nc1nc2ccccc2nc1Cl)c1ccccc1	0	2	-2	0	1.1	42	9	2.5	2.8
O=C(OCc1ccc(Br)cc1)c1cccc(-c2nnc(-c3ccccc3)o2)c1	-1	1	-1	-10	1.4	45	-1	1.6	-0.1
Cc1cccc(OCC(=O)NN2C(=O)C3C4C=CC(O4)C3C2=O)c1 (stereo not given)	18	-23	7	1	2.7	3	-1	0.1	0.3
CCOC(=O)c1cccc(NC(=O)c2cnccn2)c1	0	1	-3	-4	0.4	-3	10	0.4	-0.9
CCOCC(=O)Nc1cc(C(=O)OC)cc(C(=O)OC)c1	-1	-1	0	-8	-1.0	17	6	0.9	4.0
Cc1ccc(C)c(S(=O)(=O)NCCOC(=O)Nc2sc(=S)n(C)c2C)c1	5	-1	2	-2	-1.5	14	6	0.7	-1.5
Cc1ccc(C)c(S(=O)(=O)N2CCCOC2CNC(=O)C(=O)NCc2ccco2)c1 (stereo not given)	-2	0	6	-8	0.1	12	7	2.0	0.5
Cc1cc(C)nc(NC(=O)CSc2nnnn2-c2ccccc2)n1	1	9	0	0	-0.8	3	15	0.3	1.4
Cn1c(SCC(=O)N2CCc3ccccc32)nnc1-c1ccc(S(=O)(=O)N2CCCC2)cc1	0	4	-2	-8	0.1	6&-1	14&12	1.1	2.2
O=C(CNC(=O)c1ccc([N+](=O)[O-])cc1)N/N=C\c1ccc(OC(=O)c2ccccc2)cc1	0	6	-9	0	0.4	8	14	0.1	-9.8
CCCCNC(=O)C(c1ccc(-c2ccccc2)cc1)N(CCN1CCOCC1)C(=O)CCCCCN1C(=O)NC(c2ccc([N+](=O)[O-])cc2)C(C(=O)OCc2ccccc2)=C1C (stereo not given)	-6	-4	1	-5	-0.1	17	13	1.5	1.1
COC(=O)COc1cc2ccccc2cc1C(=O)Nc1ccccc1	1	-5	-2	-7	0.9	1	9	6.1	-0.1
COc1ccc(C2C(C#N)=C(N)N3C(=C2C#N)Sc2ccccc23)cc1 (stereo not given)	-2	-8	42	-4	0.1	-6	28	0.4	0.2
COC(=O)c1c(NC(=O)c2ccc(C)c(S(=O)(=O)Nc3ccccc3C)c2)sc2c1CCCC2	-7	0	-16	5	2.1	44	9	-0.1	0.2
O=C(NC1CCCCC1)N1CCSC1=Nc1ccccc1	-3	2	0	-5	0.6	58	7	1.0	0.0
COc1ccc(NC(=O)C2CCCN(S(=O)(=O)c3cccc4cccnc34)C2)c(OC)c1 (stereo not given)	4	3	-2	0	-0.7	-7	2	1.1	-3.1
COc1ccc(S(=O)(=O)NC2CCCC2)c(Cl)c1Cl	4	2	-1	-5	0.7	-13	7	-0.3	1.2
CCOCCCn1c(SCc2nc3ccccc3s2)nc2ccccc2c1=O	-11	2	-8	-2	0.0	21	4	0.2	3.6
COc1ccc(-c2nc(NC(=O)Cn3c(=O)oc4ccccc43)sc2C)cc1	6	6	2	-1	1.2	3	4	1.8	1.3
Cc1cccc(N2CC3=C(C2=O)C(c2ccccc2)NC(=O)N3C)c1 (stereo not given)	0	-3	-1	-5	-0.2	7	8	0.2	0.9
C=CCSc1nnc(NC(=O)c2nc(SCC)ncc2Cl)s1	2	-1	0	-3	-0.3	29	2	0.6	0.9
Clc1ccc(-c2nnc3n2CCCC3)cc1	nt	1	-1	-4	1.2	15	3	0.3	-3.7
CCOc1ccc(NC(=O)C2CCCN(S(=O)(=O)c3c(C)nn(C)c3C)C2)cc1 (stereo not given)	4	0	-2	-8	-0.5	4	14	0.3	-0.5

High-throughput results: PubChem BioAssay, several laboratories
